KCNH2 3.1 inh: inhibitors of human KCNH2 3.1 potassium channel isoform; AID 720553; U2OS KCNH2 3.1, thallium flux FluxOr; active compounds read low; activity change, % (tested at about 1.8 µM); 0.95% of 340,000 active;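 active = maximum activity change below -70%; inconclusive = maximum activity change from -70% to -50%; inactive = maximum activity change above -50%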;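 also: thallium influx rate constant from kinetic fluorescence after stimulation buffer; % is scaled to controls: 0 for no effect and ±100 for the full control effect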
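Measured as rate of thallium-driven FluxOr signal in transduced U2OS cells carrying the 3.1 channel, read kinetically for 2 min upon stimulation; values are rate constants scaled to DMSO control wells.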
ELG1 DNA repair: ELG1-dependent DNA repair inhibition; Potency, µM (top dose mostly 46.1 µM), inactives show at the top dose activity change, negative = inhibition, hits mostly inhibitors; 2.3% of 330,000 active; HEK293T ELG1-luciferase reporter, luminescence, 16 h; DNA damage induced by 5-fluorouridine; also: potency is read from the fitted curve at half-maximal effect; % is scaled to controls: 0 for no effect and ±100 for the full control effect; nearly all actives have a fitted effect of over 55% in size
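DMSO vehicle served as the neutral condition. Each well held 2,000 cells given 5-fluorouridine plus compound; after 16 hr at 37 °C/5% CO2, ONE-Glo was added and luciferase measured 30 min later.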
USP2a block: USP2a (human) protease inhibition | USP2 core, Ub-CHOP2 coupled fluorogenic reporter, 485/531 | 0.01% of 330,000 active | Potency, µM (series often up to 38.3 µM), without a hit: top-dose activity change, negative = inhibition, hits mostly inhibitors | O75604;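 also: potency is read from the fitted curve at half-maximal effect; plate controls were DMSO wells for no effect and full inhibition by NEM control for full effect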
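Cell-free coupled assay: 10nM USP2 core preincubated 30min RT with compound in Tris-HCl pH 8.0/CaCl2/CHAPS buffer, then 25nM Ub-CHOP2 and 25nM reporter substrate; fluorescence (Ex 485/Em 531) read after 60min RT, normalized to NEM inhibition, concentration-response curves fitted.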
Eya2 phos inh: blocks the phosphatase activity of human Eya2. O00167. recombinant Eya2, OMFP fluorescence dephosphorylation (OMFP is methylfluorescein phosphate). Potency, µM (series often up to 76.9 µM), for inactives: at the highest dose activity, negative = inhibition, usual class: inhibitors. 0.006% of 330,000 active. AID 488837; also: potency is read from the fitted curve at half-maximal effect; % is scaled to controls: 0 for no effect and ±100 for the full control effect
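Eya2 protein (added as 0.2 uM solution) was preincubated with compound for 10 min at ambient temperature in 50 mM HEPES pH 7.5, 50 mM NaCl, 5 uM MgCl2, 0.05% BSA, 1 mM DTT. OMFP (added at 50 uM) then reacted 10 min; fluorescence read at 485/525 nm.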
AT treatment: potential ataxia-telangiectasia treatments restoring KAP-1 phosphorylation; […] A-T fibroblasts, KAP-1 phosphorylation AlphaLISA; neocarzinostatin DNA damage 30 min before lysis; Potency, µM (highest dose often 57.5 µM), for the others: top-dose activation, usual class: activators; 0.19% of 320,000 active; also: potency is read from the fitted curve at half-maximal effect; % of control where 0% means no effect; nearly all actives have a fitted effect of over 45% in size
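hTERT-immortalized A-T patient fibroblasts ([…]), 500 cells/well in OPTI-MEM, 1% FBS, got compounds for 60 min, then NCS for 30 min at 37C. Lysates were then assayed for phospho-KAP-1 by AlphaLISA (anti-pKAP1 donor, anti-KAP1 acceptor beads), 6 hr at 25C.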
TRPV1 agonist: activates the human vanilloid receptor TRPV1. Q8NER1. TRPV1-expressing cells, Fluo-8 calcium influx, agonist mode. 0.19% of 320,000 active. AID 540275. activation, % at 8.33 µM; in the data active = activation above about 80%; inconclusive = between about 30% and that limit; also: 0% is about no effect
Target sequence (Q8NER1 whole entry, looked up): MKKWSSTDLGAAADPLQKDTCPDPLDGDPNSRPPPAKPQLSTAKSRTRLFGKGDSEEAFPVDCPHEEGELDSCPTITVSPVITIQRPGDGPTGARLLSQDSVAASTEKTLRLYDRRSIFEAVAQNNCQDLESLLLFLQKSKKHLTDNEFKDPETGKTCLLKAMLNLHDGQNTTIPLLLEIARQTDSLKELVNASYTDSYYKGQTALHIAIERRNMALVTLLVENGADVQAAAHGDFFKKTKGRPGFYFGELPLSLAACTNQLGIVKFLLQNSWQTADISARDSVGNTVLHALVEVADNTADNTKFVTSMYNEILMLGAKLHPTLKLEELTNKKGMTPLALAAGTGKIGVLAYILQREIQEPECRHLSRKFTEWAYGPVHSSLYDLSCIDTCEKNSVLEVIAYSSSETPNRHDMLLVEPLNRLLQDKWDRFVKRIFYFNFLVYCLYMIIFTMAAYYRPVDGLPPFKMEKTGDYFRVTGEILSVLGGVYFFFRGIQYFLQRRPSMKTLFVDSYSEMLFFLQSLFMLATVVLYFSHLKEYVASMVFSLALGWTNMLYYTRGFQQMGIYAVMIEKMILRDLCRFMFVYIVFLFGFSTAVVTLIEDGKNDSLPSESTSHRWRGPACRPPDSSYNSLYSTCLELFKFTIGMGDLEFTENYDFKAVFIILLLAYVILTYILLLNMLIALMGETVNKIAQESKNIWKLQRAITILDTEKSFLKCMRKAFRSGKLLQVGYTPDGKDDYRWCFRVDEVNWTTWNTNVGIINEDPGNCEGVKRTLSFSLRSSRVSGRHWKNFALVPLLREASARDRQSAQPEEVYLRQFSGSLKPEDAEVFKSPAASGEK
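Fluo-8 calcium influx in TRPV1-expressing cells, kinetic read (ex 480/em 520 nm). Compound added and read 3 min for agonist activity, followed by capsaicin at EC20 final and 2 min further read for enhancement.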
TSHR antag: antagonists of human thyroid stimulating hormone receptor; 0.2% of 330,000 active; P16473; TSHR-expressing cells, TSH-stimulated cAMP HTRF, 2 h; active compounds read low; activity change, negative = inhibition, % at 11.5 µM; AID 504810;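 active = activity change below a set negative limit, meaning inhibition stronger than a set level, cut at about -70% in these data; inconclusive = activity change between two set negative limits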; also: % is scaled to controls: 0 for no effect and ±100 for the full control effect
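Inhibition of cAMP made by TSHR-expressing cells under TSH stimulation (4nM final, EC80; 2 h, 37 deg C) is quantified with a one-step lysis HTRF kit, anti-cAMP cryptate versus cAMP-d2.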
hERG WT inh: KCNH2 (human, wildtype) channel inhibition. 0.37% of 340,000 active. activity change, % at 1.84 µM. U2OS, BacMam KCNH2, thallium flux FluxOr; active compounds read low;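 active = maximum activity change below -70%; inconclusive = maximum activity change between -70% and -50%; inactive = maximum activity change above -50%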; also: % is scaled to controls: 0 for no effect and ±100 for the full control effect
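U2OS cells transduced with wild-type KCNH2 virus are loaded with FluxOr dye for 45 min, and thallium flux is measured in kinetic reads before and after stimulation buffer. Rate constants are normalized to DMSO controls.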
Mito fusion yeast: inhibitors of mitochondrial division or activators of mitochondrial fusion; S. cerevisiae fusion-defective mutant growth rescue, CellTiterGlo 48 h; Potency, µM (titrated, usually from 46.1 µM), for the others: at the highest dose growth rescue (activation), usual class: activators; 0.23% of 320,000 active;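 also: potency is read from the fitted curve at half-maximal effect; % of control where 0% means no effect; nearly all actives have a fitted effect of over 45% in size; temperature-sensitive fusion mutants such as fzo1-1 at 37 °C on non-fermentable ethanol glycerol medium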
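Read-out: ATP-based luminescence (CellTiterGlo, 10 min ambient) reporting growth of fusion-defective ts yeast after 48 hours at 37C on glycerol/ethanol YPEG medium in the presence of compound.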
TCR act: activators of T cell receptors; 330,000 tested, under 10 active; Potency, µM (doses to about 9.22 µM), inactives show top-dose activation of IL-2 secretion, actives largely listed as activators; primary human leukocytes, anti-CD3, IL-2 HTRF, 48 h; AID 504894; also: % of control where 0% means no effect
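1) Mix primary human leukocytes, a-CD3 beads and compound. 2) Incubate 48 hr. 3) Add HTRF IL-2 reagents (a-IL-2-K, a-IL-2-d2).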
Active calls of the source: *; ? = inconclusive; . = not tested or not shown; [ ] = dose if it differs, or a comment. Unless noted, calls follow the shape of the dose curve; as a rule, active = well fitted curve in the direction sought with a large enough effect; inconclusive = small, poorly fitted or top-dose-only effect, or another doubt; inactive = no such curve, though single readings can be large; an effect the other way counts as inactive or inconclusive.

SMILES	KCNH2 3.1 inh	ELG1 DNA repair	USP2a block	Eya2 phos inh	AT treatment	TRPV1 agonist	TSHR antag	hERG WT inh	Mito fusion yeast	TCR act
CCCC(=O)CN1C(=O)C2(OCCO2)c2ccccc21	5	3%	-3%	-3%	3%	-6	-1	13	3%	-9%
Cc1ccc(/C=N/N(C)C2=NS(=O)(=O)c3ccccc32)cc1	-26	5%	0%	-16%	-1%	2	3	-2	5%	3%
O=C(Nc1ccccc1C(=O)N1CCOCC1)c1ccc(F)cc1	-4	8%	-1%	12%	.	1	-3	-3	1%	-9%
O=C1CN(C(=O)COC(=O)c2ccccc2NCc2ccco2)c2ccccc2N1	3	-21%	-2%	3%	9%	0	-7	-10	2%	-1%
COc1ccc(NC(=O)NNC(=O)COc2ccc3cc(Br)ccc3c2)c(OC)c1	-4	5%	0%	4%	20%	1	24	-8	-1%	-2%
Cc1cc([N+](=O)[O-])ccc1NC(=O)C(C)N1CCN(c2ccccn2)CC1 (configuration not stated)	-15	-21%	3%	1%	4%	0	0	7	4%	-6%
C=CCN(CC=C)C(=S)Nc1ccc(OC)c(OC)c1	13	-4%	0%	-8%	0%	7	7	1	?	-4%
C=CCN(C(=O)CN1CCOCC1)c1nc(C)c(-c2ccccc2)s1	-9	?	1%	-18%	1%	7	-11	30	1%	5%
O=C(O)CN(Cc1ccco1)S(=O)(=O)c1ccccc1	4	-1%	1%	2%[15.4 µM]	7%	1	2	8	1%	-2%
O=C(C[n+]1ccccc1)c1ccc(NC(=O)c2ccccc2)cc1	10	-4%	0%	-9%	-1%	1	-7	-3	-4%	-5%
COc1ccc(Cl)cc1NC(=O)CSc1nnc(COc2ccccc2)n1N	3	-9%	1%	7%	-1%	3	0	1	-5%	-4%
O=c1c2c3c(sc2nc2n1CCCCC2)CCCCC3	.	?	-1%	0%	.	27	-5	.	11%	.
Cc1cccc([C@@H]2[C@@H]3C(=O)N(Cc4ccccc4)C(=O)[C@@H]3[C@]3(CC(C)C)C(=O)N(c4cccc(Br)c4)C(=O)N23)c1	2	23%	-2%	-5%	0%	-1	25	-8	1%	-5%
Oc1ccc(/C=N/n2c(C3CCCCC3)n[nH]c2=S)c(O)c1	15	5%	4%	-7%	1%	1	-22	.	5%	4%
COCCn1c(SCC(=O)Nc2c(C)n(C)n(-c3ccccc3)c2=O)nc2ccccc2c1=O	-9	-7%	1%	2%	-3%	-1	-8	-4	-5%	7%
COc1ccc([N+](=O)[O-])cc1N(CC(=O)N1CCCC1)S(C)(=O)=O	13	13%	-1%	0%	0%	3	9	-5	-6%	5%
COc1cc(OC)cc(C(=O)NCc2n[nH]c(=S)n2-c2ccccc2)c1	5	9%	-3%	18%	16%	.	45	-2	4%	-4%
Cc1csc(NC(=O)c2c(O)c3c(n(CC(C)C)c2=O)CCCC3)n1	2	-29%	1%	2%	-3%	16	-11	-9	22%	6%
Cc1nnc(SCC(=O)Nc2cccnc2Cl)s1	12	-3%	1%	23%	-3%	-5	-8	0	2%	1%
CC(C)C[C@H](NC(=O)N1CCCCCC1)C(=O)O	-5	0%	0%	1%	-12%	-2	9	3	0%	1%
COc1ccccc1N1CCN(C(=O)C2CCN(C(=O)c3ccccc3Cl)CC2)CC1	-10	?	-1%	3%	7%	-1	3	-3	-2%	1%
CCOc1nc(Nc2ccc(OC)cc2)nc(N2CCOCC2)n1	-8	?	1%	15%	3%	?	-11	2	-14%	8%
Cc1ccc(-n2c(=S)[nH]c3sc4c(c3c2=O)CCc2ccccc2-4)cc1	8	-1%	2%	-11%	4%	1	-1	21	2%	-8%[46.1 µM]
CC(C)Cc1ccc(C(C)C(=O)Nc2nccs2)cc1 (configuration not stated)	1	-12%	0%	-24%	3%	1	-46	-3	16%	5%
CC1(C)C2([N+](=O)[O-])CN3CC1([N+](=O)[O-])CN(C2)C3c1ccccc1 (configuration not stated)	3	-1%	0%	-10%	0%	-2	10	-11	-1%	-6%

At a glance, 2 of the compounds above:
SMILES	KCNH2 3.1 inh	ELG1 DNA repair	USP2a block	Eya2 phos inh	AT treatment	TRPV1 agonist	TSHR antag	hERG WT inh	Mito fusion yeast	TCR act
Cc1cccc([C@@H]2[C@@H]3C(=O)N(Cc4ccccc4)C(=O)[C@@H]3[C@]3(CC(C)C)C(=O)N(c4cccc(Br)c4)C(=O)N23)c1	2	23%	-2%	-5%	0%	-1	25	-8	1%	-5%
Oc1ccc(/C=N/n2c(C3CCCCC3)n[nH]c2=S)c(O)c1	15	5%	4%	-7%	1%	1	-22	.	5%	4%

Next part:
SMILES	KCNH2 3.1 inh	ELG1 DNA repair	USP2a block	Eya2 phos inh	AT treatment	TRPV1 agonist	TSHR antag	hERG WT inh	Mito fusion yeast	TCR act
CCOc1ccc(C(=O)NC(=S)Nc2ccccc2N2CCC(C)CC2)cc1[N+](=O)[O-]	-24	8%	1%	4%	-8%	2	0	-9	-4%	3%
COc1ccc(NC(=O)CN(C)S(=O)(=O)c2cccc3cccnc23)cc1	-2	-12%	2%	-1%	14%	-1	-2	-11	0%	11%
CCC(C)N1C(=O)CCC1C(=O)N1CCN(c2ccccc2F)CC1 (configuration not stated)	?	0%	0%	-29%	3%	7	-2	-33	0%	-1%
Oc1[nH]c2ccccc2c1N=Nc1ccc(C(F)(F)F)cn1	8	?	0%	-15%	-6%	-4	8	3	11%	3%
O=C(Nc1cccc(S(=O)(=O)N2CCOCC2)c1)c1cccc(S(=O)(=O)N2CCCC2)c1	0	-18%	-1%	17%	7%	11	-16	-6	-3%	3%
CCCCc1nnc(NC(=O)Cc2ccc(OC)c(S(=O)(=O)N3CCOCC3)c2)s1	-1	15%	-4%	0%	10%	-3	-8	-9	2%	2%
CN(Cc1c(F)cccc1Cl)S(=O)(=O)c1cccs1	6	2%	-7%	-2%	2%	-4	-11	19	18%	5%
CC(NC(=O)Cn1nnc(-c2ccncc2)n1)c1ccccc1 (configuration not stated)	.	-1%	3%	-8%	.	1	-8	.	0%	?
CCOC(=O)N1CCC(NC(=O)Cn2nc(-c3ccccc3)ccc2=O)CC1	1	-14%	2%	6%	3%	-1	-3	6	-1%	1%
O=C(NNC1=NCCC1)C1CC1	7	0%	2%	-5%	4%	-3	6	-1	5%	1%
Cc1ccc(NC(=O)C(=O)NCCc2c[nH]c3ccccc23)c(C)c1	1	10%	-3%	5%	1%	?	9	-1	11%	-3%
CN(C)S(=O)(=O)c1ccc(NC(=O)COC(=O)C2COc3ccccc3O2)cc1 (configuration not stated)	-6	-5%	5%	6%	1%	2	-13	1	1%	-6%
Brc1cc2c(cc1Cn1c(-c3cncs3)nc3ccccc31)OCO2	-5	-2%	1%	12%	-2%	5	2	-6	-4%	-2%
Cc1ccc(NC(=O)C(C)N2C(=O)c3ccccc3C2=O)cc1C (configuration not stated)	0	-6%	-4%	-3%	-13%	5	8	-23	-1%	1%
O=C(NCCN1CCN(C(=O)c2ccc([N+](=O)[O-])cc2)CC1)C(=O)Nc1ccc(F)cc1	?	-1%	-1%	2%	22%	3	-11	4	1%	0%
O=C(CSc1nc2[nH]c(=O)cc(O)c2s1)Nc1ccc(Br)cc1	8	3%	-1%	-6%	1%	0	-1	5	-1%	3%
COc1ccc(C(CNC(=O)C2COc3ccccc3O2)N2CCCC2)cc1 (configuration not stated)	11	7%	0%	-14%	5%	7	2	-6	-1%	.

Part of the list above, with values under each structure:
Below each compound: KCNH2 3.1 inh, ELG1 DNA repair, USP2a block, Eya2 phos inh, AT treatment, TRPV1 agonist, TSHR antag, hERG WT inh, Mito fusion yeast, TCR act
O=C(Nc1cccc(S(=O)(=O)N2CCOCC2)c1)c1cccc(S(=O)(=O)N2CCCC2)c1
 : 0, -18%, -1%, 17%, 7%, 11, -16, -6, -3%, 3%
CCCCc1nnc(NC(=O)Cc2ccc(OC)c(S(=O)(=O)N3CCOCC3)c2)s1
 : -1, 15%, -4%, 0%, 10%, -3, -8, -9, 2%, 2%
CN(Cc1c(F)cccc1Cl)S(=O)(=O)c1cccs1
 : 6, 2%, -7%, -2%, 2%, -4, -11, 19, 18%, 5%
CC(NC(=O)Cn1nnc(-c2ccncc2)n1)c1ccccc1 (configuration not stated)
 : ., -1%, 3%, -8%, ., 1, -8, ., 0%, ?
CCOC(=O)N1CCC(NC(=O)Cn2nc(-c3ccccc3)ccc2=O)CC1
 : 1, -14%, 2%, 6%, 3%, -1, -3, 6, -1%, 1%
O=C(NNC1=NCCC1)C1CC1
 : 7, 0%, 2%, -5%, 4%, -3, 6, -1, 5%, 1%
Cc1ccc(NC(=O)C(=O)NCCc2c[nH]c3ccccc23)c(C)c1
 : 1, 10%, -3%, 5%, 1%, ?, 9, -1, 11%, -3%
CN(C)S(=O)(=O)c1ccc(NC(=O)COC(=O)C2COc3ccccc3O2)cc1 (configuration not stated)
 : -6, -5%, 5%, 6%, 1%, 2, -13, 1, 1%, -6%

These rows are one share of the data; count on the stated rates, not on these rows.
